14-3-3 Bad inh: disrupts binding of bovine 14-3-3 zeta to phospho-Bad peptide | actives 0.71% (n = 220,000) | TR-FRET 14-3-3zeta/Dy647-pBad peptide displacement, 1 h | inhibition, % at 21.7 µM;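 active = inhibition above about 70%, limit read from the data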;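 also: 0% = full 14-3-3 plus peptide FRET controls and 100% = background without 14-3-3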
Target sequence (P63103 whole entry, looked up): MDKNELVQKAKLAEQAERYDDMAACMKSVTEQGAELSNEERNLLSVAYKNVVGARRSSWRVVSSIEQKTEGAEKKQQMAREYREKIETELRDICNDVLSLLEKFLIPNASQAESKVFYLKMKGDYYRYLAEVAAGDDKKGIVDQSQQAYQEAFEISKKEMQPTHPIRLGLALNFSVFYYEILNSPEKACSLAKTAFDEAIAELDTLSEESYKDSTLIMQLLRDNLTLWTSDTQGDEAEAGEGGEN
L929 necroptosis: L929 zVAD cell death inhibition. L929 zVAD necroptosis rescue, ATP luminescence, 24 h; with zVAD 60 µM. actives 0.38% (n = 220,000). viability rescue, % at 10 µM;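 active = activation, scaled between plate controls, above about 75%, limit read from the data; inactive = activation under that limit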;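 also: 0% = zVAD with DMSO and 100% = DMSO alone without zVAD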
Hck-Nef inh: inhibitors of human Hck kinase activated by Nef; P08631; Recombinant Hck-YEEI plus Nef, Z-Lyte FRET kinase assay; inhibition, % at 20 µM; actives 0.68% (n = 220,000);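 active = Hck-Nef kinase inhibition above about 50%, limit read from the data; inactive = inhibition below that limit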;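 also: 0% = DMSO with Hck plus Nef and 100% = Hck alone without Nef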
Runt-SMMHC FRET: Runt domain-CBFb-SMMHC interaction inhibition | actives 0.74% (n = 220,000) | AID 1434 | inhibition, % at 20 µM | Cerulean-Runt/Venus-CBFb-SMMHC FRET ratio 530/480, 1 h | Q01196+Q13951;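 active = mean inhibition across duplicate retests at 20 µM reaching about 50%, limit read from the data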;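 also: 0% = DMSO wells and 100% = wells with excess untagged CBFb-SMMHC; inhibitors lower the FRET ratio by blocking Runt binding to CBFb-SMMHC; some results filed as inactive read as strong as hits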
MDM2 E3 inh: inhibitors of human Mdm2 E3 ubiquitin ligase | AID 1230 | actives 0.11% (n = 210,000) | Q00987 | cell-based MDM2 ubiquitination luciferase reporter, 2 h; 0 = plate control, 100 = twice control, blank-subtracted | signal enhancement, % at 5 µM;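 active = signal enhancement of 30% or more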;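 also: luminescence tracks abundance of the self-degrading MDM2-luciferase fusion protein; higher signal means inhibition of MDM2 E3 ligase activity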
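Timing – 2 h compound exposure at 37 °C · Assay system – mammalian cells stably expressing self-ubiquitinating, self-degrading MDM2 E3–luciferase fusion · Amount – 2000 cells seeded into each well · Measure – % luminescence enhancement versus blank-corrected plate control mean · Measured by – SteadyLite luminescence, 15 min reagent step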
p47phox inh: inhibitors of human p47phox binding; inhibition, % at 24.7 µM; AID 1274; p47phox/p22phox peptide binding, fluorescence polarization, 2 h; actives 0.53% (n = 220,000);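 active = inhibition above about 30%, limit read from the data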;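 also: 0% = p47phox with labelled peptide and 100% = labelled peptide alone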
Target sequence (P14598 whole entry, looked up): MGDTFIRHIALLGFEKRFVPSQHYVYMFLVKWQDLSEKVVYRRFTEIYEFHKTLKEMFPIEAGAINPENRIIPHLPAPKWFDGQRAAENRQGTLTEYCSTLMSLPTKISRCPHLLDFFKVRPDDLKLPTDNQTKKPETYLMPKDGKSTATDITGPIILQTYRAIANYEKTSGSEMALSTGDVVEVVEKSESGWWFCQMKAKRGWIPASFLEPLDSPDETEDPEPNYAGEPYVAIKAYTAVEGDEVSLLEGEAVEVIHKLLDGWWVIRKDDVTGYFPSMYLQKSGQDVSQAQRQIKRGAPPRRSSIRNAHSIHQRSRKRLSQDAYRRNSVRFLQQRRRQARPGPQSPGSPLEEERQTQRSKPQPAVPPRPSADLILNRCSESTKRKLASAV
Tb hexokinase: blocks Trypanosoma brucei hexokinase 1 activity | recombinant TbHK1, G6PDH-coupled NADH A340 | inhibition, % at 10 µM | actives 0.11% (n = 220,000) | AID 1430;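 active = inhibition of 50% or more in the single-dose primary screen; inactive = inhibition below 50%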
EBV gp42 block: EBV gp42 inhibition; Q1HVG2; actives 0.42% (n = 220,000); Fluorescence polarization binding assay, mP read-out; inhibition, % (tested at 21.74 µM); in the data active = inhibition above about 50%
Target sequence (Q1HVG2 whole entry, looked up): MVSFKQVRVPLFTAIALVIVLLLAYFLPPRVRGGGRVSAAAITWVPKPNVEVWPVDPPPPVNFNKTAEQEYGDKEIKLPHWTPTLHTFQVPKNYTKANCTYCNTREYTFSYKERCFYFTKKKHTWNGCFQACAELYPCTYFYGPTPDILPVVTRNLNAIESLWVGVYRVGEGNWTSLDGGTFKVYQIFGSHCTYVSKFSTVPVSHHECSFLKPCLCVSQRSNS
Runt-CBFb FRET: blocks binding of human RUNX1 Runt domain to CBFb; Q01196+Q13951; Cerulean-Runt/Venus-CBFb FRET ratio 530/480, 1 h; inhibition, % at 20 µM; actives 0.46% (n = 220,000);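 active = inhibition over about 50% at 20 µM in the single-dose screen, limit read from the data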;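 also: 0% = DMSO wells and 100% = excess unlabeled CBFb competitor control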
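Measured by: fluorescence energy transfer, 422 nm excitation, 530/480 nm emission; Assay system: Cerulean-Runt domain; Medium: Tris pH 7.5 buffer with BSA; Measure: loss of energy transfer signal; Controls: 5 µM unlabeled CBFb as full-inhibition high control; Incubation: protein complex preformed 1 h, compound exposure 1 h, room temperature, dark.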
* marks the source's active call; other numbers are inactive results; x = not tested or not shown; [ ] = remark or other dose. Compounds were not picked by outcome; any-hit rate near 3.2%.

1) CC(=O)N1c2ccc([N+](=O)[O-])cc2NC(=O)CC1C (centres undefined)
2) CC(=O)C1C(=O)CC(C)(O)C(C(C)=O)C1c1ccccc1 (centres undefined)
3) COc1ccc(C2NC(C(=O)O)Cc3c2[nH]c2ccccc32)cc1OC (centres undefined)
4) O=C(NCCCN1CCOCC1)c1cccs1
5) CC(C)CNC(=S)NNC(=O)c1ccc(OC(F)F)cc1

screen / no.	1	2	3	4	5
14-3-3 Bad inh	-9	2	11[fluorescence artefact?]	-2	-11[fluorescence artefact?]
L929 necroptosis	0.0	0.6	0.4	0.0	0.1
Hck-Nef inh	13	-17	0	1	-1
Runt-SMMHC FRET	1	0	11	-4	1
MDM2 E3 inh	1	-10	-1	-29	-30
p47phox inh	-3	6	-9	-13	6
Tb hexokinase	-9	8	-15	2	-1
EBV gp42 block	-7	10	-8	-27	-9
Runt-CBFb FRET	-3	1	6	-1	0

3 compounds from above, ordered by their value in Tb hexokinase, ascending.
item	canonical_smiles	Tb hexokinase
3	COc1ccc(C2NC(C(=O)O)Cc3c2[nH]c2ccccc32)cc1OC (centres undefined)	-15
4	O=C(NCCCN1CCOCC1)c1cccs1	2
2	CC(=O)C1C(=O)CC(C)(O)C(C(C)=O)C1c1ccccc1 (centres undefined)	8

Further records
6) C/C(=N/NC(=O)c1cc(-c2ccc(Cl)s2)[nH]n1)c1ccco1
7) CCNc1nc(NC(N)=S)nc(NC(C)(C)C)n1
8) CCCn1nnc(NC(=O)c2cccnc2Cl)n1
9) CCc1ccc(NCc2nc(-c3ccccc3)no2)cc1
10) O=c1ccccn1CCOc1ccccc1Cl

screen / no.	6	7	8	9	10
14-3-3 Bad inh	4	-13	-2	0	-2
L929 necroptosis	-1.1	47	0.2	0.5	-0.2
Hck-Nef inh	15	19	6	2	2
Runt-SMMHC FRET	1	4	3	0	1
MDM2 E3 inh	2	-4	x	-5	5
p47phox inh	-10	-2	-13	-8	-6
Tb hexokinase	-17	5	2	5	1
EBV gp42 block	1	-9	-11	-18	-16
Runt-CBFb FRET	3	6	2	-4	-2

11) COC(=O)COc1ccc(S(=O)(=O)Nc2ccc(NC(C)=O)cc2)cc1
12) C=CCCN(C1CCCC1)S(=O)(=O)c1ccccc1Br
13) CC(C)N(CCc1ccncc1)C(=S)Nc1cccc(Cl)c1
14) COc1ccc2c(c1)C(=O)N(c1ccccc1OC)C(=O)C2
15) COc1ccc(C=O)cc1Cn1c(=O)n(CCC(=O)NCc2ccco2)c(=O)c2sccc21

screen / no.	11	12	13	14	15
14-3-3 Bad inh	2	1	-1	-13	-9
L929 necroptosis	0.1	-0.3	-1.3	0.0	2.1
Hck-Nef inh	1	17	-8	1	17
Runt-SMMHC FRET	-2	-1	4	-10	-4
MDM2 E3 inh	-3	16	27	-13	1
p47phox inh	-4	-3	-6	-16	-4
Tb hexokinase	-1	1	-9	-8	-7
EBV gp42 block	-18	-15	-17	-16	-9
Runt-CBFb FRET	0	-2	4	-1	-4

16) Cc1cc(C)n(C(=O)COc2ccccc2C)n1
17) Clc1ccccc1Cn1nnc2c(N3CCOCC3)nc(C3CC3)nc21
18) COc1cc(CNc2ccc(S(N)(=O)=O)cc2)ccc1OCC(=O)NC1CCCCC1
19) CCOC(=O)C(=O)NNc1ccc(F)cc1
20) CC1CCCCC1NC(=O)CN(C)S(=O)(=O)c1cccc2cccnc12 (centres undefined)

screen / no.	16	17	18	19	20
14-3-3 Bad inh	1	-1	-4	1	0
L929 necroptosis	-1.4	-0.1	-0.3	0.5	-0.5
Hck-Nef inh	-4	1	5	15	15
Runt-SMMHC FRET	7	0	0	-6	-1
MDM2 E3 inh	-5	-10	-8	-8	-3
p47phox inh	4	-1	-12	-1	-2
Tb hexokinase	7	0	-3	-7	8
EBV gp42 block	-17	7	-6	1	8
Runt-CBFb FRET	-2	-4	-2	1	-1

21) COc1ccc(-c2ccnc(-c3ccncc3)n2)cc1
22) Nc1ccc(S(=O)C(F)(F)F)cc1 (centres undefined)
23) COC(=O)c1ccc(CNC(=O)COC(=O)c2cc(Cl)nc(Cl)c2)cc1
24) O=S(=O)(c1cccc(C(F)(F)F)c1)N1CCC(c2cc(-c3cccc4ccccc34)n[nH]2)CC1
25) COc1ccc(-n2c(SCC(=O)Nc3nccs3)nc3c(c2=O)SCC3)cc1

screen / no.	21	22	23	24	25
14-3-3 Bad inh	0	-11	-1	57	1
L929 necroptosis	2.8	1.6	-0.3	0.9	-0.2
Hck-Nef inh	21	18	18	1	4
Runt-SMMHC FRET	0	0	0	0	0
MDM2 E3 inh	-1	0	-7	-6	-7
p47phox inh	-13	0	-16	-28	-10
Tb hexokinase	-14	-2	8	-5	-8
EBV gp42 block	-6	2	1	-19	5
Runt-CBFb FRET	-1	-1	-2	0	3

Brought forward from above: four compounds; new compounds follow.
22) Nc1ccc(S(=O)C(F)(F)F)cc1 (centres undefined)
23) COC(=O)c1ccc(CNC(=O)COC(=O)c2cc(Cl)nc(Cl)c2)cc1
24) O=S(=O)(c1cccc(C(F)(F)F)c1)N1CCC(c2cc(-c3cccc4ccccc34)n[nH]2)CC1
25) COc1ccc(-n2c(SCC(=O)Nc3nccs3)nc3c(c2=O)SCC3)cc1
26) COc1ccccc1N1CCN(C(=S)Nc2cccc(C)c2)CC1
27) Clc1ccc(-c2nnc3n2CCCC3)cc1Cl
28) COc1ccc(N2C(=O)CCC(C(=O)N(C)C3CCCCC3)C2c2ccc(OC)c(OC)c2)cc1 (centres undefined)
29) Cc1occc1C(=O)NC1CCCCCCC1
30) Oc1[nH]c2ccccc2c1N=NC(=S)N1CCOCC1

screen / no.	22	23	24	25	26	27	28	29	30
14-3-3 Bad inh	-11	-1	57	1	-12	1	-10[fluorescence artefact?]	2	-19
L929 necroptosis	1.6	-0.3	0.9	-0.2	1.6	0.3	1.1	1.9	50
Hck-Nef inh	18	18	1	4	18	1	-10	5	-1
Runt-SMMHC FRET	0	0	0	0	x	1	1	0	5
MDM2 E3 inh	0	-7	-6	-7	-9	8	-20	-4	31*
p47phox inh	0	-16	-28	-10	-1	-20	4	0	-9
Tb hexokinase	-2	8	-5	-8	-1	3	0	0	-21
EBV gp42 block	2	1	-19	5	-14	-13	-7	2	-7
Runt-CBFb FRET	-1	-2	0	3	x	x	0	-1	11

31) Cn1cc(C(=O)N/N=C/c2ccc3c(c2)OCO3)c2ccccc21
32) CC(C)(C)NC(=O)C(c1ccccc1F)N(Cc1ccco1)C(=O)c1csnn1 (centres undefined)
33) Cc1ccc2oc(=O)c3cnn(CC(=O)Nc4ccccc4N4CCN(C)CC4)c3c2c1
34) CCn1cc([N+](=O)[O-])c(C(=O)Nc2nc(-c3ccc(C)c(C)c3)c(C)s2)n1
35) Cc1cccc(C)c1NC(=O)CN(C)C(C)C(=O)Nc1ccccc1-c1ccccc1 (centres undefined)

screen / no.	31	32	33	34	35
14-3-3 Bad inh	2	2	1[fluorescence artefact?]	-3[fluorescence artefact?]	-3
L929 necroptosis	2.3	0.0	1.5	0.4	-0.6
Hck-Nef inh	-3	-1	12	2	6
Runt-SMMHC FRET	-1	1	2	0	-4
MDM2 E3 inh	-7	-1	-18	-24	-24
p47phox inh	-5	-29	-1	3	-8
Tb hexokinase	-68	-1	2	-8	-6
EBV gp42 block	10	-16	-3	7	-5
Runt-CBFb FRET	0	-1	-1	-4	-2

36) CCn1c(SCC(=O)OC)nc2sc3c(c2c1=O)CC(C)(C)OC3
37) Cc1nc2c(c(-c3ccccc3)c1C#N)C(=O)c1ccccc1-2
38) COCCCn1c2nc3ccccc3nc2c2c(=O)n(-c3ccccc3OC)c(C)nc21
39) COc1ccc(N2C(=O)[C@@H]3C(c4cccnc4)=NO[C@@H]3C2=O)cc1
40) CCOC(=O)C1(Cc2cccc(OC)c2)CCN(Cc2cccc3c2OCO3)CC1

screen / no.	36	37	38	39	40
14-3-3 Bad inh	3	-8	7[fluorescence artefact?]	5	-4
L929 necroptosis	-0.2	-0.1	2.5	1.1	0.7
Hck-Nef inh	15	0	-6	-8	1
Runt-SMMHC FRET	0	-1	4	-6	0
MDM2 E3 inh	-5	-16	-7	-51	-8
p47phox inh	-16	-6	-6	-4	5
Tb hexokinase	-12	4	-17	-6	-2
EBV gp42 block	-10	1	-5	-16	2
Runt-CBFb FRET	0	1	0	5	-2

41) CC(C)OC(=O)CSc1nnc(-c2cnccn2)n1-c1ccccc1
42) CC(C)=C1C2CCC1C1C(=O)N(c3nccs3)C(=O)C21 (centres undefined)
43) COc1ccc(-n2c(Cn3nc(C(F)(F)F)cc3C)n[nH]c2=S)cc1
44) N=c1n(Cc2ccccc2)c2ccccc2n1Cc1ccccc1
45) CN(C)CCCOC(=O)Cc1ccc(Cl)cc1

screen / no.	41	42	43	44	45
14-3-3 Bad inh	-2	-5[fluorescence artefact?]	6	-2	-1
L929 necroptosis	0.6	0.0	0.6	-0.4	-0.2
Hck-Nef inh	1	4	1	1	0
Runt-SMMHC FRET	1	2	4	0	-8
MDM2 E3 inh	11	8	-7	-5	-26
p47phox inh	-4	-3	7	-22	-2
Tb hexokinase	2	0	0	13	3
EBV gp42 block	-13	4	-11	-21	-3
Runt-CBFb FRET	-4	-2	2	-2	0

46) O=C(Nc1cccc(C(=O)O)c1)/C(=C\c1ccc2c(c1)OCO2)NC(=O)c1ccco1
47) C=CCn1c(SCC(=O)c2ccc(OC)cc2)nnc1-c1ccc2c(c1)OCO2
48) O=C(Nc1ccc(Cl)cc1)Nc1ccc(Oc2cccnc2)nc1
49) C/C(=N\NC(=O)c1ccccc1)c1cccc(Br)c1
50) COc1cc2cc(C(c3nnnn3C(C)(C)C)N3CCC(C)CC3)c(=O)[nH]c2cc1OC (centres undefined)

screen / no.	46	47	48	49	50
14-3-3 Bad inh	1	7	-6	16	12
L929 necroptosis	17	x	71	12	0.0
Hck-Nef inh	22	-1	-9	18	-1
Runt-SMMHC FRET	0	3	-1	-1	-1
MDM2 E3 inh	-6	-9	-6	-6	-5
p47phox inh	-11	-3	5	4	-7
Tb hexokinase	-45	-1	2	12	-34
EBV gp42 block	-10	-7	-2	-7	-15
Runt-CBFb FRET	1	-6	1	-1	-4

51) CN1CCC(=C(c2ccc(Cl)cc2)c2ccccn2)CC1
52) Cc1ccc(SC[C@H](c2ccccc2)N2CCN(CCc3ccccc3)CCC2=O)cc1
53) CC(C)Cn1c(SCC(=O)N2CCc3ccccc3C2)nc2cc(Cl)ccc2c1=O
54) Cn1c2ccccc2c(=O)c2c(=O)n(-c3ccccc3)c(C3CCCCC3)nc21
55) Cc1ccc(-n2nnnc2SC(C)C(N)=O)c(C)c1 (centres undefined)
56) Fc1ccc(C(c2nnnn2C2CCCC2)N2CCc3ccccc32)cc1 (centres undefined)
57) Nc1nc(N)c2sc3nc4c(cc3c2n1)CCC4

screen / no.	51	52	53	54	55	56	57
14-3-3 Bad inh	5	0	-11	0[fluorescence artefact?]	1	4	57[fluorescence artefact?]
L929 necroptosis	-0.5	0.5	0.8	3.1	-0.2	-0.2	0.4
Hck-Nef inh	22	21	2	7	1	0	2
Runt-SMMHC FRET	-3	-6	7	-6	3	1	0
MDM2 E3 inh	-7	16	-7	19	-15	-8	-10
p47phox inh	-4	-13	-10	-3	-14	-5	-17
Tb hexokinase	-5	-21	42	3	7	-3	-3
EBV gp42 block	-8	-16	1	-15	-1	-8	-14
Runt-CBFb FRET	0	1	-4	-3	-1	-2	3

Compound activity (PubChem BioAssay)
